Bioassay records as filed in PubChem.
Insulin prom up = insulin promoter activators in MIN6 cells, imaging, high-content screening, mouse beta cells; AID 1625, 2009; 0.3% of 190,000 active; MIN6 insulin promoter-GFP reporter; hits give high values; z-score at 5 µM;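 active means z-score above 3 at 5 µM with at least 500 cells counted in the well; inconclusive means wells under 500 cells, flagged as cytotoxic or low count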
HIV fusion peptide = inhibitors of HIV fusion peptide binding, primary screen, biochemical, uHTS, fluorescence dequenching (AID 1986) | cell-free peptide binding, fluorescence dequenching, 30 min; higher % means a stronger effect | one-dose inhibition, % at 20 µM; IC50 in µM for titrated hits | 0.3% of 290,000 active; in the data active means inhibition mostly above about 52%, no sharp cut-off; inactive means mostly below about 76%; further: some results filed as inactive read as strong as hits
Yfh1-depleted yeast = enhancers of respiration in Yfh1-depleted yeast, dose response, Friedreich's ataxia, plus single-dose screen (AID 1465). S. cerevisiae Yfh1-off respiration, WST-1 reduction, 72 h; higher fold induction means a stronger effect. fold induction at 50 µM; hits with a dose series show EC50 in µM. 0.074% of 220,000 active;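 active means fold induction of absorbance versus untreated yeast above a set limit, then at least 30% activation at any dose in follow-up; inconclusive means repeats straddling the limit, or above it without dose testing; inactive means fold induction below the set limit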;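 further: activators that raise dye reduction in frataxin-depleted yeast; strong numbers were not always called active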
Dynein cargo inh = inhibitors of GR-EGFP nuclear translocation, primary screen, dynein cargo transport inhibitor project, imaging, high-content, 3617.4 mouse cells; z-score, hits read low; 0.47% of 220,000 active; AID 1381, 2008; test concentration mostly 20 µM; stimulated with dexamethasone, 1 µM; hits give low values;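 active means plate z-score of nuclear minus cytoplasmic receptor signal below a set negative limit, without overly bright fluorescence or cell loss, cut at about -3.5 in these data, passing the limit was not always enough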;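 further: z-score of nuclear minus cytoplasmic ring GR-EGFP intensity difference per well; some compounds called inactive have numbers as strong as hits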
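Buffer or medium – tet-free medium with charcoal-stripped serum · Signal – automated 10x imaging of fixed Hoechst-stained cells · Also added – dexamethasone agonist, 1.0 µM final, for 30 min · Incubation – induction 48 h, compound 1 h, agonist 30 min · Read-out – GR-EGFP nuclear translocation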
Autophagy HCS = autophagy modulators in MEF cells, primary screen, imaging, high-content, MEF GFP-LC3; AID 463193, 2010; calls only at 10 µM (by protocol); MEF GFP-LC3 puncta imaging; test concentration mostly 10 µM; 0.98% of 190,000 active;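 active means percentage of spot-positive cells more than 3 SD above its plate mean, without a fluorescence outlier flag or 80% toxicity; inconclusive means no clear call, values can overlap the other calls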;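 further: spot-positive cell cutoff set from DMSO-treated cells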
AID2073 = inhibitors of Mint1-CaV2.2 protein interaction, biochemical, HTRF (AID 2073). inhibition, % at 20 µM; hits with a dose series show IC50 in µM. Voltage-dependent N-type calcium channel subunit alpha-1B (Homo sapiens). 0.19% of 290,000 active. HTRF protein-protein interaction, Mint1-CaV2.2; higher % means a stronger effect; in the data active means inhibition mostly above about 51%, no sharp cut-off; inconclusive means no clear call, values can overlap the other calls; inactive means mostly below about 53%; further: some results filed as inactive read as strong as hits
WT yeast gro inh = growth inhibition of WT strain, primary screen, mitochondrial fusion inhibitor project, WT and mutant strains, chemical genetic | AID 1362, 2008 | mitochondrial fusion phenotypic screen | inhibition, % at 10 µM | 2.1% of 190,000 active; in the data active means inhibition above about 58%; tested in S. cerevisiae
bCat nuc transl = modulators of beta-catenin nuclear translocation, primary screen, imaging, HeLa cells, immunofluorescence, high-content. 0.3% of 190,000 active. nuclear translocation activity, % at 5 µM;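 active means nuclear translocation activity above 50% at 5 µM, with a well cell count of 50 or more; inconclusive means wells under 50 cells across six images, flagged as toxic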;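 further: per-cell ratio of nuclear to cytoplasmic median beta-catenin stain intensity; plate controls were DMSO negative control for no effect and GSK-3 inhibitor IX positive control for full effect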
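Test system: human HeLa cells, native beta-catenin. Compound dosing: 5 µM primary single dose, 0.1% DMSO, 0.02–20 µM confirmation series. Incubation: compound exposure 24 h at 37°C. Detection: beta-catenin immunostaining with DAPI counterstain, 20x imaging, 6 fields/well. Read-out basis: Nuclear/cytoplasmic beta-catenin signal ratio, % activation.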
MT stabilize HCS = microtubule stabilizers in HeLa cells, primary screen, imaging, high-content imaging | HeLa tubulin immunostaining HCS, 24 h; share of cells brighter than vehicle mean+2SD | 0.83% of 200,000 active | AID 2205, 2009 | % tubulin-high responders, % at 10 µM;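 active means plate Z-score above 3 for both tubulin-high and condensed-nucleus cell shares, with cell loss under 80%, at 10 µM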;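 further: anti alpha tubulin signal scored within the nucleus-defined area of each cell; some results filed as inactive read as strong as hits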
WT yeast gro inh mutant strain = second read-out of WT yeast gro inh, no call of its own (marks repeat the call); inhibition, %; mitochondrial fusion phenotypic screen, mutant strain inhibition
Dynein cargo inh cytoplasmic EGFP = recorded beside Dynein cargo inh, whose call it bears; z-score; measured here: cytoplasmic GR-EGFP intensity; hits give high values
Dynein cargo inh nuclear GR-EGFP = further read-out of Dynein cargo inh, marked with its call; z-score; measured here: nuclear GR-EGFP intensity;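 lower value marks the stronger effect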
Dynein cargo inh cell count = second read-out of Dynein cargo inh, no call of its own (marks repeat the call); z-score; measured here: cell count per field
Insulin prom up cell count = also measured in Insulin prom up; calls as there; cell count; measured here: cytotoxicity, nuclei count;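 total cells summed across four imaged fields per well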
bCat nuc transl cell count 5 µM = recorded beside bCat nuc transl, whose call it bears; cell count; measured here: cell count, cytotoxicity flag
MT stabilize HCS Hoechst-high % = second read-out of MT stabilize HCS, no call of its own (marks repeat the call); % Hoechst-high responders; measured here: nuclear condensation Hoechst responders;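 share of cells brighter than vehicle mean plus two SD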
MT stabilize HCS cytotoxicity % = further read-out of MT stabilize HCS, marked with its call; toxicity, %; measured here: cytotoxicity by cell density;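 0% = mean cell density of plate MIN control wells and 100% = no cells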
Autophagy HCS cell loss 18 h = also measured in Autophagy HCS; calls as there; toxicity, %; measured here: cell loss, nuclei count;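 cell loss after 18 h compound exposure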
* = called active by the depositor; i = inactive; ? = inconclusive; nt = no result given; + = active, no number. Outcome played no part in choosing rows. Share with any hit: about 4.2%.

SMILES	Insulin prom up	Insulin prom up cell count	HIV fusion peptide	Yfh1-depleted yeast	Dynein cargo inh	Dynein cargo inh cytoplasmic EGFP	Dynein cargo inh nuclear GR-EGFP	Dynein cargo inh cell count	Autophagy HCS	Autophagy HCS cell loss 18 h	AID2073	WT yeast gro inh	WT yeast gro inh mutant strain	bCat nuc transl	bCat nuc transl cell count 5 µM	MT stabilize HCS	MT stabilize HCS Hoechst-high %	MT stabilize HCS cytotoxicity %
Fc1ccc(-c2nc3c(Cl)cc(C(F)(F)F)cn3c2Cl)cc1	-0.45	1788	21%	i	1.5	-0.22	0.12	-1.1	i	-2	5%	-10	20	0.3	888	2.8	1.8	2.6
O=C(CC1NCCN(Cc2ccccc2)C1=O)Nc1ccccc1 (stereo not drawn)	-0.18	1360	1.1%	i	0.18	-0.23	0.075	-0.42	nt	nt	12%	nt	nt	-3.5	1130	nt	nt	nt
Cc1nc(SCC(N)=O)[nH]c(=O)c1CCC(C)C	-0.25	1645	-2.6%	i	-1.7	-0.11	-0.52	2.5	i	-20	9%	-15	-10	2.2	1460	2.4	1.3	4.4
CCOC(=O)c1c(C)[nH]c(C(=O)OCc2c(C)noc2C)c1C	-0.03	1065	0.4%	i	-0.37	-0.2	-0.32	0.52	i	-6	5%	18	13	2.8	689	0.5	1.3	8.5
CN1CCN(Cc2nc3c(c(=O)n(C)c(=O)n3C)n2Cc2cccc3ccccc23)CC1	-0.98	1228	-0.4%	i	-1.3	-0.15	-0.72	0.075	i	16	-4%	36	22	nt	nt	2.7	3.1	1.4
Cc1ccccc1NC(=O)C1CCN(c2cnccn2)CC1	0.22	1248	-1.6%	i	-0.74	-0.23	-0.92	0.69	i	-12	2%	-21	-8	-0.3	1270	1.9	1.9	7.7
c1ccc(Nc2nc(NCc3ccco3)c3ccccc3n2)cc1	-5.1	516	-1.5%	i	0.51	0.23	0.89	0.11	nt	nt	13%	nt	nt	1.7	1247	nt	nt	nt
O=C(N=Nc1c(O)[nH]c2ccc(Br)cc12)c1cc(-c2cccc3ccccc23)n[nH]1	-0.14	1299	2.4%	i	1.1	-0.22	1.2	-1.6	i	-9	12%	2	0	0.6	961	1.8	1.6	7.6
Cc1ccc(NC(CC(=O)c2ccccc2)c2ccc(F)cc2)cc1 (stereo not drawn)	2.1	1448	-0.6%	i	0.1	-0.21	-0.25	-0.19	i	9	-7%	6	16	1.3	1334	2.5	1.3	7.4
CCCCN(C(=O)c1ccc(S(=O)(=O)N(C)C)cc1)c1nc2ccccc2s1	-0.93	1312	2.1%	i	0.97	-0.024	0.91	-0.33	i	-13	-14%	1	-6	-0.4	1074	1.9	3.6	9.9
CCOC(=O)C(C)Oc1ccc(C2NC(=O)NC(C)=C2C(C)=O)cc1Br (stereo not drawn)	-0.87	1236	-1.3%	i	4.4	-0.086	3.2	-2.5	i	9	-1%	-4	-8	nt	nt	2.5	1.3	2.8
Fc1cc(NCc2ccccc2)nc(NCc2ccccc2)n1	-0.18	1141	0.7%	i	1.3	-0.3	0.31	-0.45	i	9	2%	19	-3	nt	nt	3.0	4.4	16
COc1ccc(N2CCN(C(c3cccs3)C(C)NC(=O)c3ccc4c(c3)OCO4)CC2)cc1 (stereo not drawn)	-0.99	1545	-0.2%	i	1.9	-0.2	0.81	-0.048	i	1	9%	32	3	-5.4	1137	3.1	2.2	2.9
Cc1ccc(NC(=O)Nc2cc(C)on2)cc1	0.03	1192	-2.6%	i	-0.97	-0.19	-0.68	-0.024	i	13	-8%	-5	15	-1.4	1131	1.3	1.8	5.2
Cc1nc2nc(SCC(=O)O)nn2c(C)c1Cc1c(F)cccc1Cl	0.74	1294	0.5%	i	-0.69	-0.24	-0.22	0.23	i	-3	3%	-3	7	-0.4	1072	1.7	1.6	0.8
Cc1sc2nc(C)n(/N=C/c3ccc(O)cc3O)c(=O)c2c1C	0.11	1604	1.0%	i	-0.14	-0.23	-0.1	0.034	i	-17	21%	-2	-18	-4.1	1117	1.6	1.2	4.3
O=C(OCCN1CCCCC1)c1ccc(Cl)cc1	nt	nt	0.9%	i	-0.023	0.13	-0.096	-1.4	i	3	20%	-1	2	nt	nt	1.5	1.6	8.8
Cc1ccc(-c2nn(C)c(=O)c3ccccc23)cc1S(=O)(=O)N1CCOCC1	0.37	1307	2.1%	i	-0.14	-0.23	-0.16	0.33	i	-3	12%	-15	7	-0.4	1126	3.6	3.4	8.6
C=CCc1c(C)nc(N)[nH]c1=O	0.46	1115	0.3%	i	-0.61	-0.24	-0.77	1.6	i	5	-3%	-3	1	-0.9	1246	4.0	2.2	6.5
Cc1ccc(-n2nc(C)c3c(C)onc3c2=O)cc1	-0.07	1397	0.5%	i	1.8	-0.28	0.81	-0.47	nt	nt	7%	nt	nt	-0.9	1195	nt	nt	nt
Cc1ccc(-c2nnc(CSc3nnc4c5c(C)c(C)sc5nc(C(C)C)n34)o2)cc1	-0.53	1505	0.5%	nt	nt	nt	nt	nt	nt	nt	3%	nt	nt	-6.2	1033	nt	nt	nt
O=C(CSc1nnc(Cn2nnc3ccccc32)o1)N(Cc1ccc(F)cc1)c1ccccc1	?	nt	-2.5%	i	-0.61	-0.22	-0.2	0.53	i	10	4%	21	5	1.0	1380	4.9	2.1	0.5
COc1ccc(C(=O)Nn2cnc3ccccc3c2=O)c(OC)c1	-0.22	1571	-3.8%	nt	0.95	-0.19	1.2	0.36	i	-40	-3%	-9	3	0.6	1360	2.3	1.6	8.2
COc1ccc(C(=O)Nc2cc(C(C)=O)c(/C=C/N(C)C)oc2=O)cc1	0.04	1496	34%	nt	0.2	-0.21	-0.28	0.52	i	1	-3%	-4	-12	-1.4	1382	1.1	1.1	2.5
S=C1NC(c2ccccc2)=NCN1c1ccc(Br)cc1	-0.61	994	-2.1%	i	-0.013	-0.12	-0.16	0.93	i	-9	3%	16	13	nt	nt	0.8	0.9	14
Cc1ccc(-c2nnn(CC(=O)N3CCC(C)CC3)n2)o1	nt	nt	-1.9%	i	-1.1	-0.29	-0.46	0.47	i	33	6%	-1	-2	nt	nt	1.2	1.3	7.3
COc1ccc2c(=O)c(-c3ccccc3)coc2c1	0.03	1361	-0.4%	i	0.54	-0.25	0.25	-0.046	i	-1	3%	-1	-9	-1.6	1132	3.3	1.0	9.2
COc1ccc(Cn2c(=O)[nH]c3cc(C(=O)NC4CCCC4)ccc3c2=O)cc1	nt	nt	-2.2%	i	-0.22	-0.34	0.32	1	+	-4.0*	12%	-8	-1	-2.6	1024	3.7	2.8	1.7
Cc1ccc(NC(=O)C2C3CCCC2C3c2ccccc2)cc1C (stereo not drawn)	0.63	1296	1.1%	i	-0.67	-0.17	-0.46	0.44	i	-1	6%	11	-3	1.8	1338	0.7	1.3	8.7
O=C(Nc1ccccn1)C1(c2cccs2)CCOCC1	0.81	1362	-0.6%	i	0.73	-0.21	0.43	-0.25	i	-3	8%	3	-7	-0.6	523	1.5	3.3	14
C=CCNC(=S)N(Cc1ccccc1)Cc1ccccc1	-1.8	1007	-1.4%	i	-0.13	-0.31	0.26	-0.48	i	3	-6%	66	73	-1.7	1130	6.5	2.3	0.5
Cc1cccc(C)c1C(=NCCCN(C)C)c1ccccc1	-0.64	1234	0.5%	i	-0.36	-0.32	-0.29	0.83	i	6	-4%	8	-15	-1.4	1040	2.9	2.3	0.7
c1ccc(Cc2noc(CN3CCN(CCOc4ccccc4)CC3)n2)cc1	0.29	1343	1.1%	i	-0.56	-0.11	-0.15	0.92	i	-40	11%	6	2	0.3	1166	4.0	1.6	9.4
Cc1cc(C)c(C)c(S(=O)(=O)N2CCC(C(=O)OCC(=O)N3c4ccccc4NC(=O)C3(C)C)CC2)c1C	1.1	903	-0.1%	i	1.2	0.15	1.2	-1.8	i	-11	14%	30	16	-0.7	1000	2.4	1.3	8.4
O=C(COc1ccc(Cl)cc1Cl)NCCCN1CCOCC1	-0.71	1041	-0.3%	i	-1	-0.32	-0.82	-0.6	i	11	-8%	19	34	2.4	1169	4.7	3.4	2.8
COc1ccccc1NC(=O)CC1S/C(=N/N=C2\CCCc3ccccc32)NC1=O (stereo not drawn)	0.03	1266	9.7%	i	-0.033	-0.26	-0.068	0.2	i	10	0%	63*	2.5*	-1.1	1100	1.8	1.5	3.5
Cc1ccccc1-c1nc(SCc2cccnc2)c2c(=O)n(C)c(=O)n(C)c2n1	-1.1	1656	-0.5%	i	1.1	-0.16	0.49	-0.25	i	-10	15%	15	-9	-4.2	1057	1.3	1.6	10
CCn1c(SCC(=O)Nc2sc3c(c2C#N)CCCC3)nnc1-c1ccco1	0.36	783	2.2%	i	3.4	0.29	2.5	-1.7	i	-4	-1%	7	-13	0.3	1074	3.8	3.2	5.3
